AddAB inh: growth inhibition of E. coli expressing H. pylori AddAB, primary screen, AddAB inhibitor project, absorbance; inhibition, % at 11.9 µM; 0.29% of 330,000 active; in the data active = inhibition above about 12%;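 note: 0% = vehicle wells of infected cells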
Tat transport: E. coli Tat export inhibitors, primary screen, MC4100, TorA-mCherry reporter, fluorescence, single point | 0.036% of 340,000 active | inhibition, % at 10 µM;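 active = mean replicate inhibition at least 50% and at least half of replicates individually reaching 50%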;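 note: exported cargo escapes ClpAP degradation while cytoplasmic cargo is degraded and loses fluorescence; 0% = median of neutral control wells and 100% = median of NaSCN control wells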
CAL PDZ inh: CAL PDZ peptide-binding inhibitors, primary screen, biochemical, fluorescence polarization, Cer-tagged CAL PDZ, HTS; Golgi-associated PDZ and coiled-coil motif-containing protein (Homo sapiens), Q9HD26; purified CAL PDZ, TMR-peptide fluorescence polarization, 1 h; inhibition, % at 20 µM; 0.02% of 330,000 active;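 active = highest replicate inhibition of at least 40%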;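 note: plate controls were DMSO neutral control wells for no effect and unlabeled competitor peptide control wells for full effect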
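material = purified tagged CAL PDZ domain construct (CerCALP) | compound dosing = 20 µM, one dose | times = 1 h at RT | measured by = fluorescence polarization from S- and P-plane intensities, G-factor corrected | read-out = inhibition from polarization loss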
E coli growth: E. coli V3065 growth inhibition, primary screen, counter-screen for AddAB inhibitor project, absorbance, OD600. 18 h. inhibition, % at 11.9 µM. 0.27% of 330,000 active;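 active = inhibition above the campaign's mean inhibition across all tested compounds plus 3 SD, cut at about 9.9% in these data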;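 note: uninfected addAB+ strain grown without phage in ampicillin broth; 0% = DMSO wells and 100% = ciprofloxacin 0.95 µg/ml wells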
phage Ecoli inh: growth loss of phage-infected E. coli, primary screen, RecBCD inhibitor project, absorbance, with phage, HTS | inhibition, % at 11.9 µM | 0.26% of 360,000 active | AID 651602, 2012; in the data active = inhibition above about 11%
Rtt109 Vps75: inhibitors of C. albicans Rtt109/Vps75 HAT, primary screen, biochemical, ThioGlo CoA-SH fluorescence, plate reader. AID 540336, 2011. 0.16% of 330,000 active. inhibition, % at 34.9 µM. Histone acetyltransferase RTT109 (Candida albicans (strain SC5314 / ATCC MYA-2876)), …. purified Rtt109/Vps75, 4 h;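 active = inhibition of at least 50% in every replicate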
Target sequence (Q5AAJ8 whole entry, looked up): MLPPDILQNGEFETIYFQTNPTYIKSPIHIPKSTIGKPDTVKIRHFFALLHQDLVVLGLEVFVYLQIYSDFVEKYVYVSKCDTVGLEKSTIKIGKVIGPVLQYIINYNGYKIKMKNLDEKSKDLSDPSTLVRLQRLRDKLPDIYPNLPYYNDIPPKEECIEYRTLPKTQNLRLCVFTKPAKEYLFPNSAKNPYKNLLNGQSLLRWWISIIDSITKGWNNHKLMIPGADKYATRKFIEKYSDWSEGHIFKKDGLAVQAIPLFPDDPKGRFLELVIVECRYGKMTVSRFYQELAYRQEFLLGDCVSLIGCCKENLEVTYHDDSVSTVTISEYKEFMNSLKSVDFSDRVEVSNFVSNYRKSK
PfHsp90 yeast 2: growth inhibition of PfHsp90-expressing yeast, primary screen, antimalarial PfHsp90 inhibitor project, S. cerevisiae, BacTiter-Glo luminescence, single point, set 2 | BacTiter-Glo ATP, 48 h; yeast lacking PDR1 and PDR3 efflux regulators | 0.32% of 310,000 active | inhibition, % at 9.4 µM;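 active = every replicate shows inhibition above about 80%, whatever the replicate mean, limit read from the data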;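 note: 0% = DMSO neutral controls and 100% = 20 µM radicicol positive controls; yeast relying on Plasmodium falciparum Hsp90 in place of its own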
PvdQ acylase: P. aeruginosa PvdQ acylase inhibitors, primary screen, biochemical, fluorescence, plate reader and imaging, single point | PvdQ acylase [Pseudomonas aeruginosa LESB58] | purified PvdQ acylase | inhibition, % at 10 µM | 0.063% of 340,000 active; in the data active = inhibition above about 30%, passing the limit was not always enough;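 note: 0% = vehicle neutral wells and 100% = reference inhibitor wells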
Wnt act: Wnt/beta-catenin pathway activators, primary screen, cell-based, plate reader, single point; activation, % at 9.35 µM; Wnt/beta-catenin reporter cell assay, activator; 1.2% of 300,000 active; AID 743398, 2014; in the data active = activation above about 30%, passing the limit was not always enough;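 note: 0% = neutral control wells and 100% = positive control wells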
DAGLB inh: DAGLB lipase inhibitors, primary screen, biochemical, fluorescence, HTS | Diacylglycerol lipase-beta (Homo sapiens), Q8NCG7 | HEK293T DAGLB membrane lysate, EnzChek fluorogenic substrate | inhibition, % at 5.17 µM | 0.059% of 340,000 active; in the data active = inhibition above about 34%;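 note: 0% = enzyme with vehicle and 100% = wells lacking enzyme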
Target sequence (Q8NCG7 whole entry, looked up): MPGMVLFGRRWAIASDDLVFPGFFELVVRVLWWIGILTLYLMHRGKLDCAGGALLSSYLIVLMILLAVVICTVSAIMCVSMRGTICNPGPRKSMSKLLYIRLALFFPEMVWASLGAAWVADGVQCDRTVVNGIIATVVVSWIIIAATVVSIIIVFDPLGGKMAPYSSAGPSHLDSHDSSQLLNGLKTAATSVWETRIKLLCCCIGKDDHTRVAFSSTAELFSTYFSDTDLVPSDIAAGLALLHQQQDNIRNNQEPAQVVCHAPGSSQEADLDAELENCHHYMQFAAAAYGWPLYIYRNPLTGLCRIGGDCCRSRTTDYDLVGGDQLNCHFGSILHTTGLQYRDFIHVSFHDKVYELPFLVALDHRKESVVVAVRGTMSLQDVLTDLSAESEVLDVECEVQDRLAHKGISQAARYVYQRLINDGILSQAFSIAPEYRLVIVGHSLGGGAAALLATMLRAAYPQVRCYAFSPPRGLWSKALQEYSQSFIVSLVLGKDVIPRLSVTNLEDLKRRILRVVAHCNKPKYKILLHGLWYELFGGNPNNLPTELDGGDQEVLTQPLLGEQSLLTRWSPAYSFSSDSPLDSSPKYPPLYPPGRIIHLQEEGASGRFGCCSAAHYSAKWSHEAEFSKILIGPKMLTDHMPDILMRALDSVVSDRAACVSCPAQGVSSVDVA
Active calls of the source: *; / = no result given.

SMILES | AddAB inh | Tat transport | CAL PDZ inh | E coli growth | phage Ecoli inh | Rtt109 Vps75 | PfHsp90 yeast 2 | PvdQ acylase | Wnt act | DAGLB inh
COCCNc1nc(-c2cc(-c3ccc(Cl)cc3)on2)cc(C(C)C)n1 | 2.1 | 1 | -0.4 | 0.5 | 4.0 | 3 | -4 | -15 | -3 | -6
O/N=C/Cc1[nH]c2ccccc2c1-c1ccccc1 | 1.0 | -8 | -0.5 | -1.0 | 2.2 | -11 | -6 | -5 | 1 | -2
Cc1nnc2sc(-c3ccc(-c4ccc(Cl)c(C(F)(F)F)c4)o3)nn12 | 0.3 | -11 | -0.8 | -1.4 | -0.3 | 41 | -35 | 3 | / | 4
CCc1ccc(S(=O)(=O)Nc2cccc(-c3ccc4nncn4n3)c2)s1 | 1.7 | 13 | -1.3 | -1.6 | 4.4 | 8 | 0 | 13 | -4 | 1
CCCOc1ccc(C(CC(=O)O)NS(=O)(=O)c2ccc(NC(C)=O)cc2)cc1 (configuration not stated) | 1.8 | -3 | -0.1 | -0.3 | 3.3 | 19 | -3 | -13 | -2 | 2
COc1ccc(CC(=O)N(Cc2ccccc2)c2ccc(C)cc2)cc1S(=O)(=O)N1CCOCC1 | -0.8 | 3 | -3.1 | -1.2 | 3.2 | 2 | / | -4 | -2 | 0
O=C(O)c1ccc(CNCc2ccc(F)cc2)cc1 | 1.2 | 8 | 0.7 | -2.0 | 4.0 | -3 | 24 | 10 | 0 | -3
Cn1c(N)c(N=O)c(=O)n(C)c1=S | / | 2 | -1.1 | / | 4.5 | 0 | -4 | -15 | -3 | 1
COc1ccc(-c2csc3ncnc(NCCN4CCOCC4)c23)cc1 | 3.2 | -5 | -2.6 | 2.3 | 0.2 | -6 | -4 | -17 | -4 | 0
O=C(NC1CC1)C1=C[C@@H](c2coc3ccccc3c2=O)C[C@@H](OCCCCO)O1 | 2.6 | -8 | -1.1 | -0.8 | 2.5 | 0 | 11 | -9 | 2 | -1
CCOC(=O)c1c(C)[nH]c(C)c1C(=O)CSc1nc(N)cc(=O)[nH]1 | 0.7 | -3 | -2.0 | -0.6 | 2.9 | 4 | / | 3 | / | -1
O=[N+]([O-])c1cc(N=Nc2ccc3ccccc3c2)ccc1O | 2.8 | -2 | / | -0.9 | 1.3 | -6 | 9 | 5 | 7 | 8
COc1ccc(Cl)c(NC(=O)NCCN2CCN(c3ccccc3)CC2)c1 | 0.9 | -5 | -1.3 | 0.8 | 1.6 | 8 | 5 | 0 | -1 | -4
Cc1cc(Cn2ccnc2)c(C)cc1Cn1ccnc1 | 4.0 | 0 | -2.6 | 0.2 | 0.2 | -11 | 21 | -10 | / | 0
O=C(O)CS(=O)CC(=O)Nc1cccc(C(F)(F)F)c1 (configuration not stated) | -1.6 | 0 | 0.2 | 0.8 | 0.5 | -8 | -5 | -18 | -1 | -1
CCOc1ccc(/C=C/c2c([N+](=O)[O-])c(=O)n(C)c(=O)n2C)cc1 | 4.3 | 7 | -0.5 | 1.4 | 0.6 | 1 | -11 | -7 | -2 | 3
COc1ccc(C(=O)C[n+]2ccccc2/C=N/O)cc1 | 4.0 | 10 | -1.4 | 3.6 | 5.9 | / | -3 | -5 | 14 | -1
COc1ccccc1CN1C[C@@H]2C[C@@H](c3ccccc3OC)N3CCC[C@@]23C1=O | -0.4 | -1 | -1.0 | -2.1 | 0.8 | 2 | 0 | -2 | 8 | 3
CC1(C)CC(=O)C=C(Nc2ccc(C(=O)O)c(O)c2)C1 | 1.9 | -8 | 0.0 | -0.2 | 1.6 | 1 | 2 | 2 | 2 | 0
Fc1ccccc1CSc1nc2ncc(Br)cc2[nH]1 | 4.5 | -9 | -1.3 | 1.3 | 8.2 | -5 | / | -9 | / | -1
COCc1cc(=O)[nH]c(/N=C(\N)Nc2c(F)cccc2F)n1 | 3.1 | / | / | 0.5 | -0.6 | / | / | / | 1 | /
COc1ccc(CNc2ccc([N+](=O)[O-])cc2C)cc1 | -0.1 | 1 | -2.2 | -0.2 | -0.1 | -5 | 11 | -4 | -1 | -2
O=C(O)CCCC(=O)Nc1ccc(-n2ccc(C(F)(F)F)n2)cc1 | -0.3 | -1 | 0.3 | -0.2 | 1.6 | 1 | 3 | 4 | 1 | -2
O=C(NCc1cccnc1)c1cc(-c2ccc(Cl)cc2)oc1C(F)(F)F | 0.6 | 1 | -3.3 | -0.8 | -1.0 | -4 | -28 | -4 | 16 | -2
Cc1ccc(S(=O)(=O)NCCC(=O)N2CC(C)OC(C)C2)cc1 (configuration not stated) | 1.0 | 3 | -1.8 | 2.0 | 5.4 | -5 | 2 | -15 | 0 | -1
Cn1cccc1C(=O)NNC(=O)COc1ccccc1F | 2.4 | -6 | -2.2 | -5.2 | 1.4 | -7 | 1 | -10 | 0 | 0
COc1ccc(-c2nnc(SC(C)C(=O)Nc3cccc(Cl)c3)o2)cc1 (configuration not stated) | 1.3 | -9 | -1.4 | 0.1 | 3.0 | 3 | -4 | 2 | 39* | -2
CCC(Oc1ccccc1)C(=O)Nc1ccc(S(=O)(=O)Nc2cnc3ccccc3n2)cc1 (configuration not stated) | -0.8 | -5 | -1.1 | 0.7 | 1.0 | 12 | -35 | -12 | / | 6
Brc1ccc(/C=N/Nc2ncnc3c2cnn3Cc2ccccc2)cc1 | -2.3 | 1 | -0.4 | 1.9 | 1.4 | -11 | -9 | -3 | / | 0
CC(=O)NCCn1c(SCC(=O)NC2CCCCC2)nc2ccccc2c1=O | 1.5 | 1 | -0.5 | -0.8 | 1.9 | 7 | / | 3 | 1 | 1

One compound at a time (already shown):
`COc1ccc(CC(=O)N(Cc2ccccc2)c2ccc(C)cc2)cc1S(=O)(=O)N1CCOCC1` reads AddAB inh: -0.8; Tat transport: 3; CAL PDZ inh: -3.1; E coli growth: -1.2; phage Ecoli inh: 3.2; Rtt109 Vps75: 2; PfHsp90 yeast 2: /; PvdQ acylase: -4; Wnt act: -2; DAGLB inh: 0
`COc1ccc(CNc2ccc([N+](=O)[O-])cc2C)cc1` reads AddAB inh: -0.1; Tat transport: 1; CAL PDZ inh: -2.2; E coli growth: -0.2; phage Ecoli inh: -0.1; Rtt109 Vps75: -5; PfHsp90 yeast 2: 11; PvdQ acylase: -4; Wnt act: -1; DAGLB inh: -2

Further compounds follow.
SMILES | AddAB inh | Tat transport | CAL PDZ inh | E coli growth | phage Ecoli inh | Rtt109 Vps75 | PfHsp90 yeast 2 | PvdQ acylase | Wnt act | DAGLB inh
COc1ccc(/C=C2\SC(=S)N(CCC(=O)N(CCO)Cc3ccccc3)C2=O)cc1OC | -1.2 | 7 | -1.2 | 0.2 | 1.8 | -8 | 4 | 16 | -1 | 0
COc1ccc(CC(=O)Nc2ccc3c(c2)C(=O)N(CCC(=O)O)C3=O)cc1 | 1.8 | 0 | 0.0 | 0.1 | -2.3 | -4 | -4 | -5 | -1 | 0
CCCOc1ccc(C(C)=O)cc1CC(C(N)=O)C(N)=O | 0.0 | -1 | -3.7 | 3.9 | 2.3 | 5 | -51 | -7 | / | 0
CC(C)Cn1c(CN2CCN(C)C(CCO)C2)nc2ccccc21 (configuration not stated) | -0.2 | -3 | 0.3 | 0.8 | 1.2 | -7 | 14 | -11 | 0 | -1
O=C(NC1CCCCC1)N1CCN(c2ccccc2)CC1 | 0.7 | -10 | -2.4 | -0.9 | 2.3 | -11 | 9 | -12 | -6 | 1
CSCc1cc(N(C)c2ccccc2)nc(-c2ccccc2)n1 | -2.9 | 6 | -1.8 | 0.6 | -1.1 | 5 | 2 | -8 | -1 | -12
O=C(Nc1nc(-c2ccccn2)cs1)Nc1ccc(F)cc1F | -1.3 | -15 | -3.1 | -2.0 | 2.5 | -10 | -2 | -1 | -3 | -1
COc1cccc(-c2nnc(SCC(=O)N3CCCc4ccccc43)o2)c1 | 2.4 | 6 | -2.2 | 2.4 | 1.5 | 2 | 6 | -2 | -3 | -6
COc1ccc(/C=C2/SC(=S)N(c3ccc(S(=O)(=O)Nc4nccs4)cc3)C2=O)cc1 | -1.7 | -4 | 0.6 | -0.5 | -0.1 | -2 | 2 | -1 | 0 | 17
O=C1c2ccccc2C(=O)C1c1ccncc1 | 4.4 | 5 | -0.6 | 2.7 | 3.6 | 19 | 10 | -8 | 5 | -5
O=C(CSc1nnnn1-c1ccccc1)c1cc2ccccc2oc1=O | 1.7 | -1 | -2.7 | -1.3 | -3.1 | -2 | -6 | -12 | -3 | 4
CN(C(=S)Nc1ccc(Oc2ccccc2)cc1)C1CCCCC1 | 2.5 | 8 | -2.1 | 0.5 | 4.2 | 8 | -2 | 2 | 7 | -4
Cc1cc(C)cc(N(CC(=O)NC2CCC(C)CC2)S(=O)(=O)c2c(C)noc2C)c1 (configuration not stated) | 3.6 | -7 | 0.0 | -1.1 | 2.6 | -4 | 9 | -17 | -7 | -2
Cc1ccc(O)c(CNc2nccs2)c1 | 0.2 | 3 | -3.0 | 0.2 | 2.9 | -3 | 0 | -17 | 2 | 1
NC(=O)c1ccccc1NC(=O)CC1(CC(=O)O)CCCC1 | 3.4 | -16 | 0.3 | -0.8 | -2.1 | -1 | 13 | -19 | -1 | -1
CCOC(=O)C1CCN(S(=O)(=O)c2ccc3c(c2)CC(C)N3C(=O)C2CC2)CC1 (configuration not stated) | 3.5 | 5 | -0.9 | -1.7 | -2.7 | 0 | 30 | -21 | -5 | -2
O=C(CN1CCN(S(=O)(=O)/C=C/c2ccccc2)CC1)NC(=O)NCc1ccco1 | -0.4 | -9 | 0.2 | -2.1 | 1.1 | -9 | -3 | 4 | / | -3
COc1ccc(NC(C)=O)cc1S(=O)(=O)NC(C)c1ccc(-n2ccnc2)cc1 (configuration not stated) | 1.6 | -2 | 0.9 | 0.0 | 0.7 | 0 | 0 | 12 | 0 | -2
Cc1ccccc1CN1CCN(CC(=O)NCc2ccc3c(c2)OCO3)C1=O | 1.3 | -5 | -1.7 | -0.9 | 1.2 | -11 | 13 | 2 | / | 1
CC(C)(C)NC(=O)NC(=O)COC(=O)Cc1c(Cl)cccc1Cl | -1.2 | 15 | -4.6 | -0.5 | -1.1 | -9 | / | -7 | -1 | -1
COc1cccc(C(=O)Nc2cc(NC(=O)c3cccs3)ccc2C)c1 | 1.0 | 16 | / | -1.8 | 0.9 | 5 | -16 | -23 | -4 | -1
CC(=O)c1c(C)[nH]c(C(=O)Nc2ccc(Cl)cc2F)c1C | 2.7 | -13 | -2.7 | 1.3 | 1.3 | -3 | 14 | -23 | 20 | -4
Cc1nn(C(=O)CNS(=O)(=O)c2ccccc2)c(C)c1Sc1ccc(Cl)cc1 | 5.9 | 3 | 0.8 | -0.2 | -1.5 | 0 | -26 | -15 | / | 0
CCC(CO)Nc1ccc(-c2n[nH]c(=O)c3ccccc23)cc1[N+](=O)[O-] (configuration not stated) | -0.2 | 6 | -2.4 | 2.1 | 1.7 | 7 | 6 | -5 | 2 | 12
O=C(C[C@@H]1C/C=C\CCCC(=O)OC[C@@H](c2ccccc2)NC1=O)NCCO | -1.2 | 3 | -3.4 | 0.6 | 2.4 | -1 | 20 | -12 | 3 | -1
Cc1ccc(C(=O)NNc2ncnc3ccccc23)cc1 | -1.4 | 0 | -0.5 | -0.8 | -0.2 | -5 | 19 | -5 | 43* | 1

Screening results as filed in PubChem BioAssay.
